APOBEC3A inh = APOBEC3A ssDNA deaminase inhibitors, primary screen, selectivity assay for APOBEC3G inhibitor project, biochemical, FAM/TAMRA oligo cleavage fluorescence; recombinant A3A, FAM/TAMRA ssDNA deamination fluorescence; inhibition, % at 20 µM; 330,000 compounds, 0.41% hits; AID 493011, 2011;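 active = at least 40% inhibition at 20 µM here, with at most 30% in a related deaminase screen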;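 also: plate controls were A3A with DMSO for no effect and wells lacking A3A enzyme for full effect; some results filed as inactive read as strong as hits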
Target sequence (P31941 whole entry, looked up): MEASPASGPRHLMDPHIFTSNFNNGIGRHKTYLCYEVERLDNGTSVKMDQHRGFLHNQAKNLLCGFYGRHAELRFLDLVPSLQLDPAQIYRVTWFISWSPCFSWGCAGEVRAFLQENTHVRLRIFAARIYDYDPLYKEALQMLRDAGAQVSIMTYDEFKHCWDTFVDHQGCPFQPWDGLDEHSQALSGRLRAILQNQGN
hIAP act = human IAP activators, primary screen, biochemical, luminescence, uHTS; purified human IAP, CDP-Star luminescence, 30 min; hits give high values; 1 = vehicle-only enzyme, 0 = enzyme-free background; AID 2524, 2010; 330,000 compounds, 0.16% hits; activation factor at 10 µM; Intestinal-type alkaline phosphatase (Homo sapiens), P09923;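 active = activation factor of the enzyme at least 2-fold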; also: the source names both 10 and 20 µM as test concentration; values of inactives mirror those of a sister screen read the other way
Target sequence (P09923 whole entry, looked up): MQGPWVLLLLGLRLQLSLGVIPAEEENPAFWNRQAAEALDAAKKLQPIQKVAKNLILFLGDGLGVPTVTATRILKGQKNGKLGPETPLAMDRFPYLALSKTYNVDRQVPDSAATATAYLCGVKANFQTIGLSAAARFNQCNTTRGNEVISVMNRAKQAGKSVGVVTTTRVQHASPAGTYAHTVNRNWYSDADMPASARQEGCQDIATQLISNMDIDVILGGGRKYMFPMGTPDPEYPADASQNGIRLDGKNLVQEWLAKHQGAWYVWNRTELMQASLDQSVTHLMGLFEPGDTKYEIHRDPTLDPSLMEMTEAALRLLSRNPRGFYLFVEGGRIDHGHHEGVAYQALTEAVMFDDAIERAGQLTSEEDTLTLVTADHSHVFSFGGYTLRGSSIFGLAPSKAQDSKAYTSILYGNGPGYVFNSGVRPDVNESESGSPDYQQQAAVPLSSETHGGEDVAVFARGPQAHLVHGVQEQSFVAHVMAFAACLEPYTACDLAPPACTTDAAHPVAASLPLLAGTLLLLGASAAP
APOBEC3G inh = APOBEC3G DNA deaminase inhibitors, primary screen, biochemical, fluorescence, single-stranded DNA substrate, uHTS; 330,000 compounds, 0.28% hits; AID 493012, 2011; inhibition, % at 20 µM; recombinant A3G, ssDNA deamination FAM/TAMRA fluorescence; DNA dC->dU-editing enzyme APOBEC-3G (Homo sapiens), Q9HC16;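 active = inhibition of at least 40% at 20 µM, with no more than 30% in the related APOBEC3A deaminase screen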;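 also: plate controls were DMSO wells with A3G for no effect and wells lacking A3G enzyme for full effect; some compounds called inactive have numbers as strong as hits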
MPTP block = mitochondrial permeability transition pore inhibitors, primary screen, biochemical, isolated mouse mitochondria, absorbance; Ca2+ swelling absorbance, 30 min; inhibition, % at 10 µM; 360,000 compounds, 1.4% hits;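 active = inhibition of 50% or more, scaled per plate between neutral and stimulator controls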;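 also: 0% = DMSO wells given calcium and 100% = 1 mM EGTA wells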
mIAP block = inhibitors of mouse IAP, primary screen, biochemical, luminescence, uHTS; intestinal alkaline phosphatase [Mus musculus]; purified mouse IAP, CDP-Star luminescence, 30 min; inhibition, % at 10 µM; 330,000 compounds, 0.2% hits; AID 2806, 2010;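 active = inhibition of at least 40% at 10 µM in the primary screen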;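 also: plate controls were DMSO with enzyme for no effect and no enzyme wells for full effect; values of inactives mirror those of a sister screen read the other way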
mIAP act = activators of mouse IAP, primary screen, biochemical, luminescence, uHTS; intestinal alkaline phosphatase [Mus musculus]; muIAP, CDP-Star luminescence, 30 min; hits give high values; 1 = vehicle-only enzyme signal, 0 = enzyme-free wells; activation factor at 10 µM; 330,000 compounds, 0.24% hits; AID 2805, 2010;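 active = activation factor of at least 2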; also: the source names both 10 and 20 µM as test concentration; values of inactives mirror those of a sister screen read the other way
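System: Mouse IAP enzyme | Also added: CDP-Star substrate | Dosing: Compounds dispensed in DMSO | Schedule: 30 min enzyme-substrate-compound incubation at room temperature | Technique: Chemiluminescence readout | Control set: DMSO-only wells and no-enzyme negative control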
beta cell repl = inducers of MIN6 beta-cell proliferation, primary screen, ATP luminescence, uHTS; MIN6 cells proliferation, ATPlite luminescence, 48 h; cells starved in 0.2% serum; 100% = growth in 10% serum; proliferation, % at 10 µM; 330,000 compounds, 0.29% hits;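 active = compounds whose signal lies at least 3.5 SD above the mean of all wells on their plate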;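 also: 0% = DMSO-treated cells in low-serum medium and 100% = 10% serum control; some compounds called inactive have numbers as strong as hits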
hIAP block = human IAP inhibitors, primary screen, biochemical, luminescence, uHTS. Intestinal-type alkaline phosphatase (Homo sapiens), P09923. purified IAP, CDP-Star luminescence, 30 min. inhibition, % at 10 µM. 330,000 compounds, 0.12% hits. AID 2544, 2010;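 active = inhibition reaching a set limit with compound at 10 µM in the primary screen, cut at about 35% in these data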;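 also: plate controls were DMSO wells with enzyme for no effect and no-enzyme buffer wells for full effect; values of inactives mirror those of a sister screen read the other way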
GRIN3A LBD mod = binders of NR3A ligand-binding domain, primary screen, biophysical, differential scanning fluorimetry, uHTS | NR3A LBD differential scanning fluorimetry, Tm shift; 0% = protein alone, 100% = glycine-bound protein | Tm shift relative to glycine control, % at 25 µM | 340,000 compounds, 2.5% hits | AID 1259313, 2017;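 active = melting temperature shift of at least 10% of the positive control shift, at one fixed dose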
Numbers without * were called inactive; x = no result given.

SMILES	APOBEC3A inh	hIAP act	APOBEC3G inh	MPTP block	mIAP block	mIAP act	beta cell repl	hIAP block	GRIN3A LBD mod
CCN1CCN(c2cc(C(C)C)nc3c(-c4ccccc4)c(C)nn23)CC1	-3	0.83	-3	-1.7	-2	1	-4	17	1
COc1ccc(C(CC(=O)O)NC(=O)c2ccccc2[N+](=O)[O-])cc1 (centres undefined)	-1	1.1	-4	-0.4	1	0.99	1	-8	1
CC(NC(=O)c1ccc(Br)s1)C1CCCO1 (centres undefined)	2	1.1	-4	-3.3	-5	1	-2	-6	0
C=CCn1c(COc2ccccc2)nnc1SCC(=O)N/N=C/c1cc(Cl)ccc1O	-1	1	-9	-0.2	3	0.97	-1	-1	-6
O=C1OCCC1Sc1nnc(-c2ccc3c(c2)OCO3)o1 (centres undefined)	0	1.1	-6	-1.0	1	0.99	-3	-9	-2
Cc1ccc(-n2c(N)c(C(=O)Nc3ccccc3F)sc2=S)cc1C	4	0.89	-2	-0.9	9	0.91	-3	11	-1
CCC(=O)NC(=S)Nc1cccc(NC(=O)c2ccccc2Cl)c1	-3	1.1	-1	-0.6	-3	1	-3	-7	0
Oc1ccc(Cl)cc1-c1cc(-c2ccco2)[nH]n1	-3	0.99	-3	0.3	80*	0.2	-3	1	11*
Cc1ccc(C2=NS(=O)(=O)N(C)C(C(=O)NCc3ccc4c(c3)OCO4)=C2)cc1	-3	0.81	0	1.3	11	0.89	-3	18	-9
COC(=O)C1=C2SC(C)C(=O)N2C(N)=C(C#N)C1c1ccc(OC)c(OC)c1 (centres undefined)	-4	1.1	-5	-3.1	-2	1	1	-12	0
CC(C)(C)N(Cc1cc2ccccc2[nH]c1=O)C(=O)c1ccco1	1	0.95	-4	0.7	7	0.93	-3	5	0
CN(C)S(=O)(=O)N1CCC(Oc2cccc(C(=O)NC3CCCCC3)c2)CC1	-2	1.1	-7	11	7	0.93	0	-10	0
O=C(NC(=S)NCc1cccnc1)c1cc(Br)ccc1Cl	-5	1.1	-6	0.5	-3	1	-1	-14	-1
Cc1ccc(C(=O)COC(=O)CNC(=O)CNC(=O)c2ccc(C)cc2)cc1	-1	0.96	-5	3.3	2	0.98	0	4	-3
Cc1ccc(NC(=O)C2CCN(S(=O)(=O)c3ccc4ccccc4c3)CC2)nc1	-5	1	-8	3.2	7	0.93	-2	0	-1
CCN(CC)CCn1c(NCc2ccco2)nc2ccccc21	-3	0.83	-5	1.7	0	1	0	17	-1
COc1ccc(Cl)cc1N(CC(=O)N1CCC(C)CC1)S(C)(=O)=O	-6	0.93	-5	-0.8	2	0.98	1	7	-3
CCOC(=O)CN(c1ccccc1)S(=O)(=O)c1ccc(F)cc1	-2	0.85	-7	2.0	3	0.97	3	15	1
Cc1ccc(S(=O)(=O)NC(=O)Nc2ccc(N(C)C)cc2)cc1	4	0.96	3	6.3	10	0.9	-5	4	-1
COCCN=C1Sc2nc3cc(C)c(C)cc3cc2CN1Cc1cccs1	0	1.1	0	5.0	6	0.94	-3	-10	-5
COc1ccc(C(=O)Nn2c(SCc3cccc([N+](=O)[O-])c3)nc3ccccc3c2=O)cc1	0	1	-1	0.5	14	0.86	0	0	17*
O=C(c1cccc(S(=O)(=O)N2CCOCC2)c1)N1CCN(S(=O)(=O)c2cccs2)CC1	2	1.1	-1	-2.4	5	0.95	2	-6	1
COc1cc(C2C3=C(CC(C)(C)CC3=O)Nc3ccccc3N2C(C)=O)cc(OC)c1OC (centres undefined)	-6	1.2	8	-0.1	-11	1.1	-1	-25	-1
CCn1c(COc2ccc3c(c2)OCO3)nnc1SCC(=O)c1ccc(Cl)cc1	0	1	-5	58*	8	0.92	0	-1	3
C#CCOCCOCCOCCNc1nc(N2CCN(C(=O)[C@H](CCCN=C(N)N)n3cc(C(N)[C@@H](C)CC)nn3)CC2)nc(N2CCN(C(=O)[C@H](CC(N)=O)n3cc([C@@H](N)CC(N)=O)nn3)CC2)n1 (some centres undefined)	1	1.1	-7	0.7	-15	1.1	2	-7	8
O=C(Nc1cc(S(=O)(=O)N2CCOCC2)ccc1N1CCCCC1)c1ccc(Cl)cc1	3	0.82	59*	-2.2	13	0.87	-7	18	2
CC1(C)OC(=O)C(=CNC(Cc2c[nH]c3ccccc23)C(=O)O)C(=O)O1 (centres undefined)	55	0.84	64	0.9	5	0.95	-2	16	-2
O=C(NCc1cccs1)Nc1cccc(Cl)c1	0	1	1	1.5	-84	1.8	-1	-4	-8
CN(C)CC(C)(C)CNC(=S)NCc1ccc2c(c1)OCO2	0	1	-5	0.5	-2	1	0	-5	-5
CCn1c(=O)cc(SCC(=O)Nc2ccc(Cl)cc2)c2ccccc21	-1	1	-2	1.5	-14	1.1	-5	-4	-4
CCN1C(=O)N[C@@H](c2ccco2)C(C(C)=O)=C1C	-8	1	-12	-0.1	3	0.97	-4	-1	0
Cc1c(C(=O)NCc2ccccc2)oc2c1C(=O)CCC2	2	0.98	-4	-2.0	8	0.92	-3	2	-1
O=C(COC(=O)c1ccccc1F)NC1CCCC1	-2	0.99	-3	0.6	1	0.99	1	1	-2
O=C1CCC(CCC(=O)N2CCCC(C(=O)c3ccc4c5c(cccc35)CC4)C2)=NN1 (centres undefined)	2	1.6	7	3.0	5	0.95	1	-58	1
Clc1ccc(CSc2ccc(-c3ccco3)nn2)cc1	-8	1.1	-1	14	-4	1	-2	-5	1
CCC(=O)N1CC2(CC(c3cccc(NC(=O)COc4ccc(Cl)cc4)c3)=NO2)C[C@@H]1C(N)=O (some centres undefined)	-3	1.2	-7	x	-1	1	0	-18	x
CCN(CC)C(=O)CSc1nnc(-c2cccnc2)n1Cc1ccccc1	-3	1.1	-6	-3.5	-2	1	-1	-13	1
O=C(Nc1ccn(Cc2ccccc2F)n1)c1ccc(COc2cccc(Br)c2)cc1	3	1.1	-1	1.2	-5	1	-5	-9	-10
O=C(O)c1cc(S(=O)(=O)Nc2ccccc2C(=O)O)ccc1O	4	1	-6	-0.3	3	0.97	-2	-2	-8
CCOc1ccc(-c2cnc3n2CCC3)cc1	-4	1.1	-8	0.9	4	0.96	-4	-9	0

Results in APOBEC3G inh and mIAP block, for 3 of the compounds above:
smiles	APOBEC3G inh	mIAP block
CCN(CC)C(=O)CSc1nnc(-c2cccnc2)n1Cc1ccccc1	-6	-2
O=C(Nc1ccn(Cc2ccccc2F)n1)c1ccc(COc2cccc(Br)c2)cc1	-1	-5
O=C(O)c1cc(S(=O)(=O)Nc2ccccc2C(=O)O)ccc1O	-6	3

Going on with the list:
SMILES	APOBEC3A inh	hIAP act	APOBEC3G inh	MPTP block	mIAP block	mIAP act	beta cell repl	hIAP block	GRIN3A LBD mod
CCOC(=O)C1=NOC(Cn2cc(C(C)=O)c(=O)[nH]c2=O)C1 (centres undefined)	0	1.1	-7	1.7	-4	1	-2	-8	-3
COCCn1c(C)cc(O)c(C(=O)Nc2cccc(Cl)c2)c1=O	3	0.93	-1	1.1	5	0.95	-3	7	0
Cc1cc(C(F)(F)F)nn1CC(=O)NCC1CCCO1 (centres undefined)	3	0.95	-5	-1.7	0	0.99	-2	5	1
COc1ccc(-c2nc3ccccc3c(=O)n2CCN2CCOCC2)cc1	-2	1.2	-5	-0.1	0	1	1	-25	1
Cc1ccc(Sc2ncnc3onc(C)c23)cc1	-2	0.91	-5	-3.0	12	0.89	-2	9	0
CCN(CC)S(=O)(=O)c1cccc(C(=O)N[C@H](C(=O)OCC(=O)NC(=O)NC)C(C)C)c1	4	0.91	2	1.0	-7	1.1	0	9	-3
COc1ccc(S(=O)(=O)N2CCN(C(=O)c3cnc(C)cn3)CC2)cc1	0	1.1	-3	-3.4	-3	1	-2	-6	-3
CCCC(C(=O)Nc1ccc(S(=O)(=O)N2CCOCC2)cc1)c1ccccc1 (centres undefined)	-4	0.99	-5	0.0	-40	1.4	-2	1	-5
CCOc1ccccc1OCC(=O)Nc1cc2c(cc1C(=O)O)OCCCO2	0	0.97	-5	-1.0	-2	1	3	2	0
O=c1c([N+](=O)[O-])c(NC2CCCCC2)c2ccccc2n1-c1ccccc1	-1	0.88	-5	5.3	12	0.88	-2	12	-39
Fc1ccc(-c2nc(-c3cnccn3)no2)c(Cl)c1	-1	0.93	-4	0.9	-5	1	-3	7	0
Cc1ccccc1-c1nc(CN2CCC(C(=O)NCc3cccnc3)CC2)c(C)o1	-2	1	-4	-1.2	-8	1.1	-3	-2	0
CCOC(=O)CNNC(=O)Nc1ccc(Cl)c(Cl)c1	-5	1	-6	69*	0	1	-2	-4	-1
CCOc1ccc(/C(O)=C2/C(=O)C(=O)N(CCCN3CCOCC3)C2c2ccc(C)cc2)cc1C (centres undefined)	-6	0.94	-4	-1.8	-6	1.1	0	6	1
Cc1onc(-c2c(Cl)cccc2Cl)c1C(=O)NC1CCCCC1	-4	1.1	-9	-1.0	0	1	-1	-13	4
COc1ccc(CNS(=O)(=O)NCc2ccccc2)cc1OC	-1	1	-6	8.7	2	0.98	1	-2	1
O=C(O)C1CCCN1C1=NS(=O)(=O)c2ccccc21 (centres undefined)	-4	1	-10	-1.3	8	0.92	-3	-2	2
COc1cc(NS(=O)(=O)c2ccc(NC(=O)NC3CCCCC3)cc2)nc(OC)n1	2	1.1	-4	-1.0	2	0.98	0	-13	-4
S=C(NCc1cccnc1)Nc1ccc(Oc2ccccc2)cc1	-3	1	-4	69*	-32	1.3	-2	-2	-9
O=C1NC[C@H](c2ccccc2)N(CCC23CC4CC(CC(C4)C2)C3)C1=O	-5	0.94	-6	-0.5	5	0.95	-4	6	-1
Cc1ccc(Nc2nnns2)cc1C	0	0.82	39	1.4	14	0.86	2	18	-1
COc1ccc(/C=C/C(=O)N(C)C2(C)CCS(=O)(=O)C2)cc1 (centres undefined)	0	1.2	-7	-3.1	1	0.99	-2	-18	1
O=C(Nn1cc(C(=O)Nc2ccccc2F)c2ccccc2c1=O)c1cnccn1	4	0.94	-12	-3.9	0	1	-4	6	0
O=C(CSc1nnc(-c2ccncc2)n1Cc1ccco1)Nc1cccc(O)c1	-3	1.2	-5	-0.9	-6	1.1	-4	-21	1
O=C(Cc1ccccc1)NCCSCc1ccccc1	-1	1.1	-5	0.8	3	0.97	0	-10	6
Cc1ccc2[nH]c3c(Cl)ncnc3c2c1	-1	1.2	-4	0.9	-4	1	-3	-16	2
COc1ccc(N2C(=O)CCC2(C#N)c2ccc(Br)cc2)cc1 (centres undefined)	0	1.1	-5	2.0	6	0.94	3	-10	-2
O=C(N/N=C/c1ccc2cccc(OCc3ccccc3)c2n1)c1ccc(Br)cc1	-1	1.2	-2	0.7	14	0.86	-6	-20	-1
O=C(Oc1cccc2cccnc12)c1ccc2c(c1)OCCO2	-2	1.1	-3	-2.0	-6	1.1	2	-10	-1

Hits appear at their usual frequency; 5% or so of the library scored in one or more.
